SSB-PriA inh: blocks PriA binding to SSB C-terminal tail. AID 1272365. AlphaScreen SSBct-PriA binding, biotinylated peptide. inhibition, % at 33 µM. actives 0.6% (n = 430,000); in the data active = inhibition mostly above about 37%, no sharp cut-off; inactive = mostly below about 20%;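 note: plate controls were negative control peptide for no effect and reference peptide for full effect; strong numbers were not always called active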
BH1578 lux ind: quorum light induction in luxS cqsA deficient V. cholerae; V. cholerae BH1578 lux reporter, luminescence, 6 h; activation, % at 18.7 µM; actives 0.16% (n = 350,000); in the data active = activation mostly above about 9.7%, no sharp cut-off; inconclusive = no clear call, values can overlap the other calls; inactive = mostly below about 3.7%; note: not every result past the cut was called active; inactives centre near 0; reference of the scale not given here
CCHFV vOTU inh: blocks the CCHF virus ovarian tumor domain protease. actives 0.55% (n = 370,000). CCHFV vOTU protease, Pep-AMC fluorescence. inhibition, % at 11.5 µM; in the data active = inhibition above about 30%; note: 0% = vehicle wells with enzyme and 100% = no enzyme wells
PfHsp40 yeast: rescue of PfHsp40-mediated yeast toxicity | S. cerevisiae expressing PfHsp40, growth rescue, ATP luminescence | growth rescue, % at 12.5 µM | actives 0.68% (n = 340,000) | AID 504582; in the data active = growth rescue above about 28%, passing the limit was not always enough; inconclusive = no clear call, values can overlap the other calls;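 note: yeast W303a lacking pdr1 and pdr3 grown in galactose medium; growth measured after three days at 30 °C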
TcdB inh: TcdB glycohydrolase inhibition. TcdB glycohydrolase enzymatic assay, plate reader. inhibition, % at 9.99 µM. actives 0.24% (n = 350,000); in the data active = inhibition above about 10%
VHR inh abs: inhibitors of human VHR1 phosphatase (DUSP3); recombinant VHR phosphatase, pNPP absorbance; inhibition, % at 13.3 µM; actives 0.52% (n = 290,000); AID 1654; in the data active = inhibition above about 50%; note: some compounds called inactive have numbers as strong as hits
Target sequence (P51452 whole entry, looked up): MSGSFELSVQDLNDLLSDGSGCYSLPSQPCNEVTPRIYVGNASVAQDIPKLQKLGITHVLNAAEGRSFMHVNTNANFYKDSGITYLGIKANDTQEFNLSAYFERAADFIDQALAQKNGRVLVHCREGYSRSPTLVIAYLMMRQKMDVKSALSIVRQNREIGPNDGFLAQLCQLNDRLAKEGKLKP
Yp Topo-I inh: inhibitors of Yersinia pestis topoisomerase I | AID 504884 | actives 0.064% (n = 360,000) | Y. pestis Topo-I cleavage product accumulation, plate reader | activity, % at 10 µM; in the data active = activity above about 50%, passing the limit was not always enough; inconclusive = no clear call, values can overlap the other calls; note: inactives centre near 2
3CLpro inhibitor: SARS-CoV 3CLpro protease inhibition; inhibition, % at 6 µM; P0C6X7; actives 0.14% (n = 290,000); AID 1706; recombinant SARS-CoV 3CLpro, quenched FRET peptide cleavage; in the data active = inhibition above about 12%
Anthrax LF inh2: anthrax lethal factor protease inhibition; AID 588501; actives 0.12% (n = 360,000); inhibition, % at 10 µM; multiplex microsphere protease cleavage assay, LF; P15917; note: plate controls were buffer without enzyme for full effect and enzyme alone for no effect
Target sequence (P15917 whole entry, looked up): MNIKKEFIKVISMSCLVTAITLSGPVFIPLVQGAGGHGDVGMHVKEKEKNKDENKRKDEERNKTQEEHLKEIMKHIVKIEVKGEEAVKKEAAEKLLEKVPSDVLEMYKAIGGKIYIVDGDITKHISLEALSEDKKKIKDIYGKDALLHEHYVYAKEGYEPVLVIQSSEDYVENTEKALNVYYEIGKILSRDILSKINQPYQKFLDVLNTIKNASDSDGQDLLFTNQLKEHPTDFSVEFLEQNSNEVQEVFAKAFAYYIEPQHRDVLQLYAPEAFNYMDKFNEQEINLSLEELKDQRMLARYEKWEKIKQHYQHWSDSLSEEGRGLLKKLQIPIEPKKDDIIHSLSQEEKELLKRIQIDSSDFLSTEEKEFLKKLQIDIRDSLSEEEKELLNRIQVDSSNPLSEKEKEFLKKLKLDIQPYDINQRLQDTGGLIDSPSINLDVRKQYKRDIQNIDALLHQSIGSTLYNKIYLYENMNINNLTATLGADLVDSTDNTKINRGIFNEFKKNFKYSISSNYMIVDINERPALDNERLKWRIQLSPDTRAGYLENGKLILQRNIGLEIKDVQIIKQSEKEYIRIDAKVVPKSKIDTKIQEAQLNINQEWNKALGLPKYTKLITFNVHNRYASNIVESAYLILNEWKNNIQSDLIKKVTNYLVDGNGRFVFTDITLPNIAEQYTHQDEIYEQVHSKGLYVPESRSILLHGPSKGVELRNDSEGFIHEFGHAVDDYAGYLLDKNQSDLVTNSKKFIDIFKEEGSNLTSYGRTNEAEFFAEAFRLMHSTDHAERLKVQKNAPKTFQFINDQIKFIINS
BoNT-A LC inh2: blocks Botulinum neurotoxin A light chain protease; multiplex microsphere protease substrate cleavage, flow cytometry; actives 0.17% (n = 360,000); AID 588499; inhibition, % at 10 µM; note: plate controls were buffer without enzyme for full effect and enzyme alone for no effect
* hit, by the source's call; ! = not confirmed by another sample. Cut-off read from the data, not from the text of the source, unless noted: active = inhibition above about 30%; inconclusive = no clear call, values can overlap the other calls; inactive = below that. An excerpt (hit frequency here may not be typical).

How did Cc1ccc(OCc2nnc(SCC(=O)NCc3ccccc3)n2C)cc1 do in these assays?
SSB-PriA inh: -17; BH1578 lux ind: 0.6; CCHFV vOTU inh: 12; PfHsp40 yeast: -1.3; VHR inh abs: 10; Yp Topo-I inh: 18; 3CLpro inhibitor: 0; Anthrax LF inh2: -2; BoNT-A LC inh2: 0.3

Results for Cc1cc2nccc(-c3ccncc3)n2n1 ?
SSB-PriA inh: -14; BH1578 lux ind: inactive; CCHFV vOTU inh: 15; PfHsp40 yeast: -1.3; TcdB inh: 1.7; VHR inh abs: 20; Yp Topo-I inh: 9; 3CLpro inhibitor: 4; Anthrax LF inh2: -5; BoNT-A LC inh2: -0.9

How did Cc1ccc(S(=O)(=O)N2c3cc(C)ccc3OCC2C(C)(C)C)cc1 (stereo not given) do in these assays?
SSB-PriA inh: -15; BH1578 lux ind: 5.4; CCHFV vOTU inh: -14; PfHsp40 yeast: 2.6; VHR inh abs: 14; Yp Topo-I inh: 2; 3CLpro inhibitor: 0; Anthrax LF inh2: 2; BoNT-A LC inh2: -0.6

Results for COc1cc(/C=C2\C(=N)N3N=C(C)SC3=NC2=O)cc(OC)c1OCCOc1ccccc1C ?
SSB-PriA inh: -9; BH1578 lux ind: -0.7; CCHFV vOTU inh: -9; PfHsp40 yeast: -0.4; TcdB inh: 2.9; VHR inh abs: 14; Yp Topo-I inh: 4; 3CLpro inhibitor: -2; Anthrax LF inh2: -5; BoNT-A LC inh2: 2.5

What do the screens show for `COc1cccc(C(NC(C)=O)c2ccc3cccnc3c2O)c1` (stereo not given)?
SSB-PriA inh: 55; BH1578 lux ind: 1.7; CCHFV vOTU inh: -1; PfHsp40 yeast: inconclusive; TcdB inh: -8.8; VHR inh abs: -3; Yp Topo-I inh: -1; 3CLpro inhibitor: -2; Anthrax LF inh2: -12; BoNT-A LC inh2: -0.5

What do the screens show for `O=c1oc2cc(O)ccc2cc1-c1nc2ccccc2o1`?
CCHFV vOTU inh: -402; TcdB inh: -0.8; Anthrax LF inh2: -3; BoNT-A LC inh2: 0.4

What do the screens show for `CCc1ccccc1NC(=O)NC1CC2CCC(C1)N2Cc1ccco1` (stereo not given)?
SSB-PriA inh: -7; BH1578 lux ind: 0.1; CCHFV vOTU inh: -4; PfHsp40 yeast: 0.4; TcdB inh: -0.4; VHR inh abs: 7; Yp Topo-I inh: 0; 3CLpro inhibitor: -1; Anthrax LF inh2: -6; BoNT-A LC inh2: -0.6

What do the screens show for `Cn1c(C(=O)c2ccccc2[N+](=O)[O-])nc2ccccc21`?
SSB-PriA inh: 39*!; BH1578 lux ind: -0.4; CCHFV vOTU inh: -7; PfHsp40 yeast: -2.2; TcdB inh: 2.6; VHR inh abs: 20; Yp Topo-I inh: 5; 3CLpro inhibitor: 1; Anthrax LF inh2: 11; BoNT-A LC inh2: -1.1

Results for CCCCN(C)C(=S)Nc1ccsc1C(=O)OC ?
SSB-PriA inh: -12; BH1578 lux ind: -0.5; CCHFV vOTU inh: -5; PfHsp40 yeast: -0.8; TcdB inh: 0.4; VHR inh abs: -8; Yp Topo-I inh: 9; 3CLpro inhibitor: -1; Anthrax LF inh2: 6; BoNT-A LC inh2: -1.3

What do the screens show for `CCOc1ccccc1OCCC(=O)OCC(=O)Nc1c(C)cc(C)cc1C`?
SSB-PriA inh: -12; BH1578 lux ind: -1.4; CCHFV vOTU inh: -1; PfHsp40 yeast: -0.5; TcdB inh: 0.9; Yp Topo-I inh: 21; Anthrax LF inh2: -2; BoNT-A LC inh2: -0.7

What do the screens show for `COc1ccc(C(=O)NC2CC2)cc1OC1CCN(Cc2ccccc2O)CC1`?
SSB-PriA inh: -9; BH1578 lux ind: -1.3; CCHFV vOTU inh: 17; PfHsp40 yeast: -1.1; TcdB inh: 0.2; VHR inh abs: -8; Yp Topo-I inh: 10; 3CLpro inhibitor: -4; Anthrax LF inh2: -4; BoNT-A LC inh2: 2.5

What do the screens show for `Cc1oc(CSCC2CCCO2)cc1C(=O)O` (stereo not given)?
SSB-PriA inh: 9; BH1578 lux ind: 3.0; CCHFV vOTU inh: 1; PfHsp40 yeast: -0.2; VHR inh abs: 19; Yp Topo-I inh: -1; 3CLpro inhibitor: 0; Anthrax LF inh2: 0; BoNT-A LC inh2: -0.4

How did COc1cc(OC)c(OC)cc1CNCCNC(=O)c1ccco1 do in these assays?
SSB-PriA inh: -2; BH1578 lux ind: -0.4; CCHFV vOTU inh: -4; PfHsp40 yeast: 1.0; TcdB inh: 0.2; VHR inh abs: 31; Yp Topo-I inh: 5; 3CLpro inhibitor: 1; Anthrax LF inh2: 11; BoNT-A LC inh2: 4.7

What do the screens show for `COc1ccc(C(=O)Oc2c(OC)cc(C(=S)N3CCOCC3)cc2OC)cc1`?
SSB-PriA inh: 10; BH1578 lux ind: -0.3; CCHFV vOTU inh: -10; PfHsp40 yeast: 0.2; TcdB inh: 1.1; VHR inh abs: -18; Yp Topo-I inh: 10; 3CLpro inhibitor: 0; Anthrax LF inh2: -6; BoNT-A LC inh2: -2.2

How did CCCCOc1ccc2c(c1)/C(=C(\C(Cl)=C(Cl)Cl)[N+](=O)[O-])N2 do in these assays?
SSB-PriA inh: -1; BH1578 lux ind: -0.2; CCHFV vOTU inh: 2; PfHsp40 yeast: 0.3; TcdB inh: -0.2; VHR inh abs: 15; Yp Topo-I inh: 2; 3CLpro inhibitor: -1; Anthrax LF inh2: 1; BoNT-A LC inh2: 12

Results for CCn1c(SCC(=O)Nc2cc(C)on2)nnc1-c1ccc(C)cc1 ?
SSB-PriA inh: 14; BH1578 lux ind: -0.2; CCHFV vOTU inh: -15; PfHsp40 yeast: 0.1; TcdB inh: 0.7; VHR inh abs: 14; Yp Topo-I inh: -5; 3CLpro inhibitor: 0; Anthrax LF inh2: 2; BoNT-A LC inh2: 0.4

What do the screens show for `Nc1nnc(SCCOc2cccc(Br)c2)s1`?
SSB-PriA inh: -3; BH1578 lux ind: -0.5; CCHFV vOTU inh: 1; PfHsp40 yeast: -0.8; VHR inh abs: 15; Yp Topo-I inh: -1; 3CLpro inhibitor: -5; Anthrax LF inh2: -2; BoNT-A LC inh2: 0.1

What do the screens show for `CCOC(=O)c1c(-c2ccccc2)oc2ccc(OC(C)=O)cc12`?
SSB-PriA inh: -19; BH1578 lux ind: 7.1; CCHFV vOTU inh: -19; PfHsp40 yeast: 0.0; TcdB inh: 0.3; VHR inh abs: 29; Yp Topo-I inh: -4; 3CLpro inhibitor: 5; Anthrax LF inh2: -1; BoNT-A LC inh2: 1.7

How did COc1ccc(-c2nn(C)c(=O)c3ccccc23)cc1NS(C)(=O)=O do in these assays?
SSB-PriA inh: -13; BH1578 lux ind: -0.4; CCHFV vOTU inh: 9; PfHsp40 yeast: -0.1; VHR inh abs: 14; Yp Topo-I inh: 4; 3CLpro inhibitor: 0; Anthrax LF inh2: -2; BoNT-A LC inh2: -1.2

Results for Cc1ccc(CCN2CC(C(=O)NCCC(C)C)CC2=O)cc1 (stereo not given) ?
SSB-PriA inh: -3; BH1578 lux ind: -0.5; CCHFV vOTU inh: 2; PfHsp40 yeast: 0.4; TcdB inh: 1.3; VHR inh abs: 14; Yp Topo-I inh: -12; 3CLpro inhibitor: -7; Anthrax LF inh2: -8; BoNT-A LC inh2: 0.7

Results for COc1cccc(OC)c1C(=O)NC(=S)N1C[C@H]2C[C@H](C1)c1cccc(=O)n1C2 ?
BH1578 lux ind: -0.5; CCHFV vOTU inh: 4; PfHsp40 yeast: 0.3; TcdB inh: 3.0; VHR inh abs: 20; Yp Topo-I inh: 3; 3CLpro inhibitor: 4; Anthrax LF inh2: 1; BoNT-A LC inh2: -1.2

Results for CCN(CC)CC(C)OC(=O)c1cc(OC)c(OC)c(OC)c1 (stereo not given) ?
SSB-PriA inh: -7; BH1578 lux ind: 2.1; CCHFV vOTU inh: 1; PfHsp40 yeast: -0.7; VHR inh abs: 0; Yp Topo-I inh: -1; 3CLpro inhibitor: 3; Anthrax LF inh2: -1; BoNT-A LC inh2: inconclusive

Results for CCCCC1CCC(C(=O)N(CC(C)C)c2c(N)n(CCCC)c(=O)[nH]c2=O)CC1 (stereo not given) ?
SSB-PriA inh: -10; BH1578 lux ind: inactive; CCHFV vOTU inh: 9; PfHsp40 yeast: -1.5; TcdB inh: 0.2; Yp Topo-I inh: 4; Anthrax LF inh2: 4; BoNT-A LC inh2: 1.9

What do the screens show for `O=C(NCCCN1CCCC1=O)C1CCN(S(=O)(=O)c2c(Cl)cccc2Cl)CC1`?
SSB-PriA inh: 8; BH1578 lux ind: inactive; CCHFV vOTU inh: 12; PfHsp40 yeast: -1.0; TcdB inh: -0.9; Yp Topo-I inh: 15; Anthrax LF inh2: -1; BoNT-A LC inh2: -8.4

What do the screens show for `COc1ccccc1-c1cc(NC=O)c2ncc(-c3cccc(C(C)=O)c3)n2c1`?
BH1578 lux ind: -4.5; CCHFV vOTU inh: 15; TcdB inh: -0.6; Yp Topo-I inh: 9; Anthrax LF inh2: -1; BoNT-A LC inh2: 0.0

Results for N/C(=N\c1nc2ccccc2o1)NC(=O)/C=C/c1ccccc1 ?
BH1578 lux ind: 0.0; CCHFV vOTU inh: -3; PfHsp40 yeast: -1.0; TcdB inh: -0.1; VHR inh abs: -5; Yp Topo-I inh: -11; 3CLpro inhibitor: 7; Anthrax LF inh2: -6; BoNT-A LC inh2: -2.3

How did Cc1ccccc1S(=O)(=O)Cc1ccc(C(=O)NCCN(C)Cc2ccccc2)o1 do in these assays?
SSB-PriA inh: 3; BH1578 lux ind: inactive; CCHFV vOTU inh: 4; PfHsp40 yeast: -1.3; TcdB inh: -0.3; VHR inh abs: 29; Yp Topo-I inh: 11; 3CLpro inhibitor: 2; Anthrax LF inh2: -3; BoNT-A LC inh2: 1.1

What do the screens show for `COc1cc(OC)cc(C(=O)N2CCN=C2SCc2cccnc2)c1`?
SSB-PriA inh: 2; BH1578 lux ind: 2.1; CCHFV vOTU inh: 9; PfHsp40 yeast: -0.4; TcdB inh: -5.9; VHR inh abs: 34; Yp Topo-I inh: 4; 3CLpro inhibitor: 1; Anthrax LF inh2: -9; BoNT-A LC inh2: 0.0

What do the screens show for `C/C(=C\C(=O)c1ccccc1)NNC(=O)c1ccc(Cl)cc1`?
BH1578 lux ind: inactive; CCHFV vOTU inh: 12; PfHsp40 yeast: -1.2; TcdB inh: 1.3; VHR inh abs: 22; Yp Topo-I inh: -5; 3CLpro inhibitor: 0

What do the screens show for `CCCCOc1ccc(C(=O)Nc2ccc(CN3CCOCC3)cc2)cc1`?
SSB-PriA inh: 5; BH1578 lux ind: 0.8; CCHFV vOTU inh: -12; PfHsp40 yeast: 3.0; TcdB inh: 2.9; VHR inh abs: 27; Yp Topo-I inh: -1; 3CLpro inhibitor: -2; Anthrax LF inh2: -9; BoNT-A LC inh2: -0.3

What do the screens show for `Cc1cccc(N2Cc3ccccc3C2=NC(=O)c2ccc(Cl)nc2)c1`?
SSB-PriA inh: 0; BH1578 lux ind: inactive; CCHFV vOTU inh: -1; PfHsp40 yeast: 1.2; TcdB inh: 0.2; VHR inh abs: -6; Yp Topo-I inh: -2; 3CLpro inhibitor: -2; Anthrax LF inh2: 1; BoNT-A LC inh2: 0.8

How did O=C(COC(=O)c1ccccc1O)Nc1cccnc1Cl do in these assays?
SSB-PriA inh: -8; BH1578 lux ind: -0.4; CCHFV vOTU inh: -2; PfHsp40 yeast: -0.3; VHR inh abs: 5; Yp Topo-I inh: 2; 3CLpro inhibitor: 0; Anthrax LF inh2: 1; BoNT-A LC inh2: -0.3

High-throughput results (PubChem)
